Pf growth 96h – inhibits malaria parasite growth, 96 h. P. falciparum luciferase reporter growth, 96 h. Potency, µM (highest dose often 28.7 µM), for inactives: top-dose activity change, negative = inhibition, most hits filed as inhibitors. 320,000 compounds, 6.9% hits; also: potency is read from the fitted curve at half-maximal effect; % is scaled to controls: 0 for no effect and ±100 for the full control effect
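Erythrocytes infected with luciferase-expressing P. falciparum were dispensed at 2% hematocrit and 0.05% parasitemia (final), then incubated with compounds 96 hours at 37 C in 5% CO2. Luminescence after detection reagent addition reported growth.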
Shiga toxin inh – Shiga toxin inhibition; Vero cells, Shiga toxin protein synthesis inhibition reporter; inhibition, % at 38.7 µM; 290,000 compounds, 9.2% hits; AID 2315; in the data active = inhibition mostly above about 28%, no sharp cut-off; inactive = mostly below about 43%; also: 0% is about no effect
FBPA Giardia inh – blocks Giardia fructose-bisphosphate aldolase activity; A8B2U2; purified Giardia FBPA; Potency, µM (titrated, usually from 59.6 µM), for inactives: at the top dose activity, negative = inhibition, usual class: inhibitors; 290,000 compounds, 0.71% hits; also: potency is read from the fitted curve at half-maximal effect; % is scaled to controls: 0 for no effect and ±100 for the full control effect; nearly all actives have a fitted effect of over 55% in size
Target sequence (A8B2U2 whole entry, looked up): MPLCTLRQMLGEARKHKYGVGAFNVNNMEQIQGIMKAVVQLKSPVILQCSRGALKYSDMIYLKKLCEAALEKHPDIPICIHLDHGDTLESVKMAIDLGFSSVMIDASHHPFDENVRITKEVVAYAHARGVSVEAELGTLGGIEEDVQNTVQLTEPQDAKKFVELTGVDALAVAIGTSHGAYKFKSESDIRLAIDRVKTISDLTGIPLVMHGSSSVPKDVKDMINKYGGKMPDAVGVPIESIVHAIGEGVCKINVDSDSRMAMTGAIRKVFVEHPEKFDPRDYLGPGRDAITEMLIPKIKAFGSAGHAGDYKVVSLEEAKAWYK
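Giardia FBPA (40 nM reagent) was preincubated 10 min at RT with compound (up to 57.5 uM final), then substrate plus GAPDH/TPI/NAD/arsenate coupling system with diaphorase/resazurin was added; resorufin fluorescence (525/598 nm) was read after 20 min.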
Pf growth 48h – inhibits P. falciparum growth in the first generation, 48 h. P. falciparum luciferase growth in erythrocytes, 48 h. Potency, µM (titrated, usually from 28.7 µM), for the others: at the highest dose activity change, negative = inhibition, hits mostly inhibitors. 310,000 compounds, 5.9% hits; also: potency is read from the fitted curve at half-maximal effect; % is scaled to controls: 0 for no effect and ±100 for the full control effect
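Growth was read as firefly luciferase luminescence after a 48 h, 37 C, 5% CO2 exposure of compounds to reporter-bearing P. falciparum cultures (0.1% parasitemia, 2% hematocrit final) in Albumax-supplemented RPMI 1640.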
HCV inhibitor – blocks hepatitis C virus | 340,000 compounds, 3.4% hits | Huh7.5.1 HCVcc-Cre infection, luciferase reporter, 44 h | Potency, µM (highest dose often 41.8 µM), inactives show at the highest dose activity change, negative = inhibition, most hits filed as inhibitors; also: potency is read from the fitted curve at half-maximal effect; % is scaled to controls: 0 for no effect and ±100 for the full control effect
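1,000 cells/well; 4 h culture; + compound; + HCVcc-Cre (~0.5 moi); 44 h; luciferase substrate, RT 15 min; read 15 sec.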
CHX counter – affects cycloheximide protein synthesis inhibition readout, counter-screen | cell reporter, cycloheximide protein synthesis inhibition counterscreen | max response, % | 300,000 compounds, 12% hits | AID 2314; in the data active = max response mostly above about 13%, no sharp cut-off; inactive = mostly below about 14%; also: read at 38.3 µM for the half of the compounds with a filed dose; 0% is about no effect
An asterisk follows results filed as active; u = inconclusive; x = not tested or not shown; & = joins results of further samples; ! = not confirmed by another sample; [ ] = another dose, or the depositor's remark. Unless noted, calls follow the shape of the dose curve; as a rule, active = well fitted curve in the direction sought with a large enough effect; inconclusive = small, poorly fitted or top-dose-only effect, or another doubt; inactive = no such curve, though single readings can be large; an effect the other way counts as inactive or inconclusive. An excerpt; the hit share may differ from the screen's.

SMILES | Shiga toxin inh | Pf growth 48h | Pf growth 96h | HCV inhibitor | FBPA Giardia inh | CHX counter
Cn1c(=O)c2c(ncn2CCO)n(C)c1=O | -7.3 | 7.0% | 4.26µM* | 13.1% | -0.9% | -6.9
COc1ccc(-c2cc(=O)c3c(OC)c(OC)c(OC)cc3o2)cc1OC | -3.0 | x | x | x | -5.6% | 7.0
Cc1cccc(Nc2cc(Cl)nc(SCC(=O)O)n2)c1C | x | -6.6% | u | x | u | x
O=C(Nc1ccc(C(=O)O)c(O)c1)c1ccccc1 | 2.5 | u | 18.2%&73.3% | 19.9% | 8.3% | -3.2
CC(=O)O[C@H]1Cc2ccccc2N(C(N)=O)c2ccccc21 | -14.6 | x | x | x | 1.2% | -7.0
NCCNC(=O)c1ccc(Cl)cn1 | -5.1 | -10.8% | -14.0% | x | -12.4% | -6.5
COc1ccc(CN2CCN(C(c3ccc(F)cc3)c3ccc(F)cc3)CC2)c(OC)c1OC | x | 9.53µM* | 6.75µM* | 1µM* | x | x
COc1cc2nc(N3CCN(C(=O)[C@H]4COc5ccccc5O4)CC3)nc(N)c2cc1OC | 13.6 | 3.7µM* | 3.7µM* | 10.4% | -8.1% | 1.5
COc1ccccc1OCCNCC(O)COc1cccc2[nH]c3ccccc3c12 (centres undefined) | 3.3&-8.2&-3.4 | u | u | x | -4.5%&-0.6%&1.1%&-7.6% | -8.4&-4.1&-2.6
CCCCC(=O)O[C@]1(C(=O)CO)[C@H](C)C[C@H]2[C@@H]3CCC4=CC(=O)C=C[C@]4(C)[C@@]3(F)[C@@H](O)C[C@@]21C | -16.5 | u | u | x | -5.2% | -6.5
COc1c(O)cc2c(c1O)[C@@H]1O[C@H](CO)[C@@H](O)[C@H](O)C1OC2=O (some centres undefined) | x | -1.9% | 17.0% | 17.1% | x | x
CCCCCCc1ccc(O)cc1O | x | 12.0%&-2.8% | u | u | -6.9% | x
COC(c1ccccc1)(c1ccccc1)C(Oc1nc(C)cc(C)n1)C(=O)O (centres undefined) | -2.8 | 11.7µM*! | u | 5.1% | 3.5% | -1.5
CC(=O)Nc1ccccc1 | x | -4.2% | u | -4.4% | 1.3% | x
CC1CCC(C(C)C)C(=O)C1 (centres undefined) | x | -0.6% | -10.8% | x | 2.5% | x
O=C(O)CNC(=O)c1ccccc1 | -4.4 | 2.0%&-0.4% | u | 1.0% | 4.9% | -1.0
O=P(O)(O)OC(CO)CO | -9.9 | x | x | x | 5.6% | -1.7
NC(N)=NC(=O)Cc1c(Cl)cccc1Cl | -15.3 | u | 1.85µM*! | -10.6% | -10.3% | -1.5
CNc1c2c(nn1C)CCCC2 | 16.6&-7.7 | 27.7%&0.9%&23.7% | 6.01µM*! | u | -26.0%&1.3% | -5.0&-0.8
Cc1cc(C)cc(OCC2CNC(=O)O2)c1 (centres undefined) | x | -1.8% | -1.5% | x | -3.5% | x
COc1ccc2ccc(=O)oc2c1 | -21.6 | 7.3% | -2.0% | 4.8%[8.37 µM] | -5.1%&1.3% | -1.2
CC12CCC(=O)C=C1CCC1C2CCC2(C)C1CC[C@]2(O)C(=O)CO (some centres undefined) | 3.4 | -21.8% | 7.4% | x | x | -3.4
Cc1ccc2nc(NCCN)c3ncc(C)n3c2c1 | -9.1 | x | x | x | -8.6% | -5.9
C=C1c2cccc(O)c2C(O)=C2C(=O)[C@]3(O)C(O)=C(C(N)=O)C(=O)[C@@H](N(C)C)[C@@H]3[C@@H](O)[C@H]12 | -2.0 | u | 0.465µM* | 5.0% | u | -2.7
Cc1[nH]c2ccccc2c1/C=N/NC(N)=S | 4.3 | 30.3%[activator] | u | -11.2% | -28.9% | -0.1
Cc1cccc(C)c1NC(=O)C1CCCCN1C (centres undefined) | 13.3 | 10.5%&-12.6% | 24.4%&15.0% | 0.9%[8.37 µM] | -6.2%&-4.1% | -1.7
COc1ccc(/C=C/C(=O)O)cc1 | 21.4&12.7 | 2.4% | 6.5% | 0.794µM* | 6.6%&17.1% | 4.7&7.2
CC1OC(OCC2OC(Oc3cc(O)c4c(c3)OC(c3ccc(O)cc3)CC4=O)C(O)C(O)C2O)C(O)C(O)C1O (centres undefined) | 14.2 | x | x | x | -0.4% | -7.0
CCCCOc1ccc(CC(=O)NO)cc1 | 0.4 | 0.415µM* | 0.233µM* | u | -17.4% | -1.3
CCn1cc(C(=O)O)c(=O)c2cc(F)c(N3CCNCC3)nc21 | x | 3.61µM* | 1.44µM* | -1.9% | -2.8% | x
C/C=C(/C)C(=O)OC1c2c(ccc3ccc(=O)oc23)OC(C)(C)C1OC(=O)/C(C)=C\C (centres undefined) | -6.8 | u | 1.47µM* | -49.1% | -12.8% | -4.1
CCCCC1C(=O)N(c2ccccc2)N(c2ccccc2)C1=O | 9.9 | u | 3.29µM* | -1.3%[8.37 µM] | -0.3%&-9.3%&-3.0% | 10.5

Just HCV inhibitor and FBPA Giardia inh (three entries from above):
| SMILES | HCV inhibitor | FBPA Giardia inh |
| --- | --- | --- |
| CCn1cc(C(=O)O)c(=O)c2cc(F)c(N3CCNCC3)nc21 | -1.9% | -2.8% |
| C/C=C(/C)C(=O)OC1c2c(ccc3ccc(=O)oc23)OC(C)(C)C1OC(=O)/C(C)=C\C (centres undefined) | -49.1% | -12.8% |
| CCCCC1C(=O)N(c2ccccc2)N(c2ccccc2)C1=O | -1.3%[8.37 µM] | -0.3%&-9.3%&-3.0% |

(next part)
SMILES | Shiga toxin inh | Pf growth 48h | Pf growth 96h | HCV inhibitor | FBPA Giardia inh | CHX counter
Nc1c2c(nc3ccccc13)CCCC2O (centres undefined) | x | -5.5% | 10.7µM* | -4.9% | -2.2%&-2.4% | x
C/C=C(/C)C(=O)O[C@@H]1c2cc(OC)c(OC)c(OC)c2-c2c(cc3c(c2OC)OCO3)C[C@H](C)[C@]1(C)O | -10.6 | u | u | -8.5% | 0.2% | -2.5
CCCOC(=O)c1ccc(O)cc1 | x | 19.0%&8.4% | 0.0%&2.5% | 9.7% | x | x
CN(C)CCOc1ccccc1Cc1ccccc1 | -7.7 | u | u | -5.8%[8.37 µM] | -11.1% | -4.1
Cc1cccc2c1NC(=O)/C2=C\C(=O)c1cccs1 | -7.1 | x | -24.8% | 29.7% | -7.1% | 15.2*
C[C@@H]1C[C@H]2[C@@H]3C[C@H](F)C4=CC(=O)C=C[C@]4(C)[C@@]3(F)[C@@H](O)C[C@]2(C)[C@@]1(O)C(=O)COC(=O)C(C)(C)C | 18.1 | u | 0.0% | 11.0%[8.37 µM] | -6.8% | -0.5
CCC(=O)O[C@@]1(C(=O)SCF)[C@@H](C)C[C@H]2[C@@H]3C[C@@H](F)C4=CC(=O)C=C[C@@]4(C)[C@]3(F)[C@@H](O)C[C@]21C | x | 5.73µM* | 4.05µM* | x | -4.7%[21.7 µM] | x
O=c1cc(-c2ccc(O)cc2)oc2cc(O[C@@H]3O[C@H](CO)[C@@H](O)[C@H](O)[C@H]3O[C@@H]3OC[C@](O)(CO)[C@H]3O)cc(O)c12 | 10.8 | 10.4µM* | u | -1.0%[8.37 µM] | -0.3% | -0.9

Part of the list above, set out differently.
Under each structure – Shiga toxin inh | Pf growth 48h | Pf growth 96h | HCV inhibitor | FBPA Giardia inh | CHX counter
- CN(C)CCOc1ccccc1Cc1ccccc1
→ -7.7 | u | u | -5.8%[8.37 µM] | -11.1% | -4.1
- Cc1cccc2c1NC(=O)/C2=C\C(=O)c1cccs1
→ -7.1 | x | -24.8% | 29.7% | -7.1% | 15.2*
- C[C@@H]1C[C@H]2[C@@H]3C[C@H](F)C4=CC(=O)C=C[C@]4(C)[C@@]3(F)[C@@H](O)C[C@]2(C)[C@@]1(O)C(=O)COC(=O)C(C)(C)C
→ 18.1 | u | 0.0% | 11.0%[8.37 µM] | -6.8% | -0.5
- CCC(=O)O[C@@]1(C(=O)SCF)[C@@H](C)C[C@H]2[C@@H]3C[C@@H](F)C4=CC(=O)C=C[C@@]4(C)[C@]3(F)[C@@H](O)C[C@]21C
→ x | 5.73µM* | 4.05µM* | x | -4.7%[21.7 µM] | x

Reformatted field by field: entries from further up.
CN(C)CCOc1ccccc1Cc1ccccc1
  Shiga toxin inh = -7.7	Pf growth 48h = u	Pf growth 96h = u	HCV inhibitor = -5.8%[8.37 µM]	FBPA Giardia inh = -11.1%	CHX counter = -4.1
Cc1cccc2c1NC(=O)/C2=C\C(=O)c1cccs1
  Shiga toxin inh = -7.1	Pf growth 48h = x	Pf growth 96h = -24.8%	HCV inhibitor = 29.7%	FBPA Giardia inh = -7.1%	CHX counter = 15.2*
C[C@@H]1C[C@H]2[C@@H]3C[C@H](F)C4=CC(=O)C=C[C@]4(C)[C@@]3(F)[C@@H](O)C[C@]2(C)[C@@]1(O)C(=O)COC(=O)C(C)(C)C
  Shiga toxin inh = 18.1	Pf growth 48h = u	Pf growth 96h = 0.0%	HCV inhibitor = 11.0%[8.37 µM]	FBPA Giardia inh = -6.8%	CHX counter = -0.5
CCC(=O)O[C@@]1(C(=O)SCF)[C@@H](C)C[C@H]2[C@@H]3C[C@@H](F)C4=CC(=O)C=C[C@@]4(C)[C@]3(F)[C@@H](O)C[C@]21C
  Shiga toxin inh = x	Pf growth 48h = 5.73µM*	Pf growth 96h = 4.05µM*	HCV inhibitor = x	FBPA Giardia inh = -4.7%[21.7 µM]	CHX counter = x

(listing goes on)
SMILES | Shiga toxin inh | Pf growth 48h | Pf growth 96h | HCV inhibitor | FBPA Giardia inh | CHX counter
COc1ccc(/C=N/NC(=O)c2ccncc2)cc1OC | -9.8 | 9.2%&-1.8% | 8.9%&-1.4% | x | x | 1.2
COc1cc([C@H]2Oc3cc([C@H]4Oc5cc(O)cc(O)c5C(=O)[C@@H]4O)ccc3O[C@@H]2CO)ccc1O | -5.5 | u | u | u | 1.0% | -2.0
NNC(=O)CP(=O)(c1ccccc1)c1ccccc1 | x | -23.4%&-8.9% | 15.2%&-23.1% | 1.6% | x | x
C[C@H]1c2cccc(O)c2C(O)=C2C(=O)[C@]3(O)C(O)=C(C(N)=O)C(=O)[C@@H](N(C)C)C3[C@@H](O)C21 (some centres undefined) | x | 3.7µM* | 0.415µM* | 17.1% | x | x
CCOC(=O)NNc1nncc2ccccc12 | x | -14.7% | 8.2% | 11.7% | u | x
COc1ccccc1OC[C@H](O)COC(N)=O | x | 2.2%[12.8 µM] | -9.5%[12.8 µM] | x | 1.2%[21.7 µM] | x
